Compound activity as filed in PubChem BioAssay.
FXN GAA850 act: FXN promoter activators, primary screen, cell-based, luciferase luminescence, HEK293 lucGAA850. HEK293 lucGAA850 FXN promoter luciferase reporter, 24 h; percent of 10 µM SAHA response. AID 540364, 2011. activation, % at 6 µM. 360,000 compounds, 0.56% hits;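 active = activation above the average of all compounds screened plus 3 SD, cutoff fixed separately per campaign, cut at about 7.5% in these data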;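 note: 0% = DMSO wells and 100% = 10 µM SAHA wells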
HGIII-sPLA2 inh: human group III sPLA2 inhibitors, primary screen, biochemical, QFRET, BODIPY PC-A2 liposome substrate; Group 3 secretory phospholipase A2 (Homo sapiens), Q9NZ20; QFRET BODIPY PC-A2 liposome hydrolysis, fluorescence; inhibition, % at 12.2 µM; 370,000 compounds, 0.56% hits;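 active = inhibition above mean plus 3 SD of compounds lying within the high and low control bounds, cut at about 19% in these data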;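 note: 0% = median of test compound wells and 100% = no enzyme DMSO wells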
NPR2 activator: human GC-B receptor activators, primary screen, HEK293 GC-B cells, cGMP TR-FRET, EC30 CNP | Atrial natriuretic peptide receptor 2 (Homo sapiens), P20594 | 0% at EC30 CNP, 100% saturating CNP | activation, % at 10 µM | 370,000 compounds, 0.11% hits | AID 1920062, 2024;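 active = activation at 10 µM reaching about 35% in either raw or pattern-adjusted values, limit read from the data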
ASAP1 GAP inh: inhibitors of human ASAP1 ArfGAP activity, primary screen, biochemical, fluorescence polarization | Arf-GAP with SH3 domain, ANK repeat and PH domain-containing protein 1 (Homo sapiens), … | ASAP1-stimulated ARF1 GTP hydrolysis, GDP FP detection | inhibition, % at 16.5 µM | 360,000 compounds, 0.19% hits | AID 624377, 2012; in the data active = inhibition above about 25%;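 note: 0% = vehicle with enzyme and substrate and 100% = no enzyme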
Target sequence (Q9ULH1 325-724 limits assumed): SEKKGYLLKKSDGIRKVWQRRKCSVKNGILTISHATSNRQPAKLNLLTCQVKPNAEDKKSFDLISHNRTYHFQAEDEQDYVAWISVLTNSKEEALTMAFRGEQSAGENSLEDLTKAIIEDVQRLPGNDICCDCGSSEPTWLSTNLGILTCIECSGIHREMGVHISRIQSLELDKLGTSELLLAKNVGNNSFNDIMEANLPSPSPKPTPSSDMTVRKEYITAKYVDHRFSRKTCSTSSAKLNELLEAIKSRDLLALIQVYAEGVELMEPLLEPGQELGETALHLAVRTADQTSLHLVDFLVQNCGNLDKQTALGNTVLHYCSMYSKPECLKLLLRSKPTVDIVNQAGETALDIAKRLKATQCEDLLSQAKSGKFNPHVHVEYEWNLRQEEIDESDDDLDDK
rCAG binder: binders of r(CAG) RNA repeats, primary screen, biochemical, fluorescence. r(CAG) RNA repeat, TO-PRO-1 dye displacement fluorescence. inhibition, % at 3 µM. 370,000 compounds, 1.3% hits. AID 651821, 2012;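 active = inhibition above the plate cutoff, the mean of all test compounds on that plate plus 3 SD, cut at about 35% in these data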;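 note: 0% = DMSO alone and 100% = 100 µM mitoxantrone as full dye displacement; higher means more dye released from RNA so lower well fluorescence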
ARFGAP1 inhibitor: inhibitors of rat ARFGAP1 GAP activity, primary screen, biochemical, fluorescence polarization, GDP tracer | inhibition, % at 16.5 µM | ADP-ribosylation factor GTPase-activating protein 1 (Rattus norvegicus), Q62848 | AID 651572, 2012 | 360,000 compounds, 0.26% hits | Arfgap1-stimulated ARF1 GTP hydrolysis, GDP FP detection;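 active = inhibition above a per-plate limit, mean inhibition of low control wells plus 3 SD, cut at about 25% in these data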;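 note: 0% = DMSO wells with enzyme and 100% = wells lacking Arfgap1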
Target sequence (Q62848 1-136 limits assumed): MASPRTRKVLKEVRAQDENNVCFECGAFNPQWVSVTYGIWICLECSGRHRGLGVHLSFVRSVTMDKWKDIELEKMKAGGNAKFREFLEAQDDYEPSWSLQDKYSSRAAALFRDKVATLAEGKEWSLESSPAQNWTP
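Repeats: one replicate per compound; assay system: rat Arfgap1 catalytic domain, aa 1-136; times: enzyme reaction 120 min at 25 °C after 20 min preincubation; detection: FP of antibody-bound GDP Alexa 633 tracer, ex 620/em 688 nm; benchmarks: high control wells lacking Arfgap1, low control full reaction with DMSO; reagent: human ARF1(Δ1-17)-GTP substrate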
DDE Tn6 FP inh: inhibitors of Tn6 peptide binding to fibrin DD(E), primary screen, biochemical, fluorescence polarization, human fibrin, Tn6 probe; Fibrinogen beta chain (Homo sapiens), P02675; inhibition, % at 8.3 µM; Fibrin DD(E) TRITC-Tn6 fluorescence polarization displacement; 370,000 compounds, 0.21% hits;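 active = inhibition above a per-campaign cutoff: mean of compounds within control limits plus 3 SD, cut at about 15% in these data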;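 note: 0% = median of all compound wells on the plate and 100% = blocking peptide control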
KLK7 zymogen act: proKLK7 zymogen activators, primary screen, biochemical, fluorescence intensity | Kallikrein-7 (Homo sapiens), P49862 | purified proKLK7, EDANS-DABCYL substrate fluorescence; 100% is mature enzyme control, 0% vehicle | 370,000 compounds, 0.9% hits | activation, % at 7 µM;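 active = activation above the mean of all tested compounds plus 3 SD, computed per campaign excluding outliers beyond control limits, cut at about 13% in these data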
Target sequence (P49862 whole entry, looked up): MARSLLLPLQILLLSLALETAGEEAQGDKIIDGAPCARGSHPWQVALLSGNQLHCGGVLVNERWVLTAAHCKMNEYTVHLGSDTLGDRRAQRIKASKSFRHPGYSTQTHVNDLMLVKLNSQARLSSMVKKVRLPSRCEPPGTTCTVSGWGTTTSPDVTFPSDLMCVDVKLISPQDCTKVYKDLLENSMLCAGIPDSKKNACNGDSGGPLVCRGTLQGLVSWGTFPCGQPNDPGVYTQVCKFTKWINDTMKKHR
GC-A act: GC-A stimulated cGMP production enhancers – HEK293 GC-A cells, cGMP TR-FRET, EC30 ANP, primary screen; Atrial natriuretic peptide receptor 1 (Homo sapiens), P16066; 0% at EC30 ANP, 100% saturating ANP; activation, % at 10 µM; 370,000 compounds, 0.14% hits; in the data active = activation above about 40%
ADAM10 inh: human ADAM10 inhibitors, primary screen, biochemical, QFRET, HTS. Disintegrin and metalloproteinase domain-containing protein 10 (Homo sapiens), O14672. recombinant ADAM10, EDANS/DABCYL FRET peptide cleavage, 3 h. inhibition, % at 7 µM. 370,000 compounds, 0.62% hits;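 active = inhibition above a per-campaign cutoff equal to the mean of compounds falling between control-based bounds plus 3 SD, cut at about 20% in these data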;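 note: 0% = DMSO wells while the 100% control is not disclosed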
* = called active by the depositor; i = inactive; nt = no result given.

SMILES	FXN GAA850 act	HGIII-sPLA2 inh	NPR2 activator	ASAP1 GAP inh	rCAG binder	ARFGAP1 inhibitor	DDE Tn6 FP inh	KLK7 zymogen act	GC-A act	ADAM10 inh
O=C(c1ccc(Cl)cc1)N1C2C=CC(C2)C1(C(F)(F)F)C(F)(F)F (stereo not given)	-0.3	7	-2	-1	-2	8	-1	0.5	1	2
Nc1nnc(CSCc2ccccc2Cl)s1	0.9	4	0	-4	3	9	0	0.0	3	-1
CCn1cc(Cl)c(C(=O)Nc2cc(C(=O)OC)cc(C(=O)OC)c2)n1	0.5	1	-1	5	-1	3	0	0.0	0	6
O=C(CN1CCOCC1)N/N=C/c1ccc(-c2ccc(C(=O)O)cc2)o1	0.7	17	4	-10	-3	6	5	-0.5	-4	-58
Cc1cccc(NC(=O)C2CC(=O)n3ncnc3N2)c1 (stereo not given)	1.6	-5	5	-7	3	3	-7	0.2	0	5
COc1cccc(-c2cc(C(=O)Nc3c(C)n(C)n(-c4ccccc4)c3=O)no2)c1	-0.6	9	-3	5	4	8	11	0.5	3	0
O=C(Cn1ccc(C(F)(F)F)n1)NNC(=O)c1cccnc1	0.3	5	3	-4	2	17	4	0.1	2	1
COC(=O)CC1COc2ccccc2N1C(=O)c1cccc(C(F)(F)F)c1 (stereo not given)	0.2	0	-7	3	-5	11	-3	0.2	2	0
CCC1CCCCN1CCNC(=O)CCS(=O)(=O)c1ccc(Br)cc1 (stereo not given)	-1.5	-2	4	-14	-4	-12	-5	0.4	-3	-5
Cc1cccc(N2C(=O)C(Oc3ccc(Cl)cc3Cl)C2C=O)c1C (stereo not given)	-0.1	10	-3	-1	4	3	9	-0.2	6	4
O=C(CCc1nc(-c2ccccc2Cl)no1)Nc1cccnc1	0.7	3	-1	-4	-2	8	7	0.4	-4	0
CCOC(=O)/C(=C(/C)N)C1CC(=O)NC1=O (stereo not given)	-0.6	-7	0	-4	0	5	0	33*	-1	-20
CCCC1(C(=O)OC)NC(c2ccco2)C2C(=O)N(C)C(=O)C21 (stereo not given)	-0.2	0	0	1	0	17	4	0.2	1	4
CCN(C[C@H]1N[C@@](CC)(C(=O)OC)[C@H]2C(=O)N(Cc3ccccc3)C(=O)[C@@H]12)C(=O)NC(C)C	1.5	1	0	6	-2	5	2	0.2	1	-12
COc1nc(NCCN2CCOCC2)nc(Nc2ccc([N+](=O)[O-])cc2)n1	-0.3	-3	6	-12	9	18	-2	0.1	14	2
CCSc1nnc(NC(=O)CSc2nnc(-c3c[nH]c4ccccc34)n2CC)s1	-0.2	-22	-3	6	18	-10	3	-0.2	-3	-5
COc1ccccc1CNC(=O)CN1C(=O)NC2(CCCc3sccc32)C1=O (stereo not given)	-0.6	11	3	7	1	-5	-9	-0.7	1	-5
CCCCCNC(=O)C(CCc1ccccc1)n1c(=O)c(-c2ccccc2)nc2ccccc21 (stereo not given)	nt	3	1	-1	10	-9	-6	-19	-2	-61
Cc1nc2c(=O)n(-c3cccc(C(F)(F)F)c3)nc(C)c2s1	0.8	2	-1	-3	-3	5	-2	0.3	5	6
CS(=O)(=O)N(CC(=O)N1CCN(C(c2ccccc2)c2ccccc2)CC1)C1CCCCC1	-2.7	-3	2	0	-3	9	-2	-0.2	0	-4
COc1ccccc1C(=O)n1nc(-c2cccnc2)nc1NCc1ccccc1	1.1	-5	10	-5	-5	9	-2	0.1	0	4
CC(=O)c1ccc(N2CCN(CC(O)c3ccccc3)CC2)cc1 (stereo not given)	2.5	1	2	-8	-5	3	1	-0.5	-5	-10
Cc1cc(N2CCN(CC(C)(C)O)C[C@@H]2C)ccc1N1CCN(CC(C)(C)O)[C@@H](C)C1	nt	13	5	13	4	-8	1	1.0	-4	-9
NS(=O)(=O)c1cccc(NC(=O)COC(=O)CCN2C(=O)c3ccccc3C2=O)c1	2.0	0	-3	-5	2	8	0	-0.4	-4	-1
O=C(CSc1nc2[nH]ncc2c(=O)[nH]1)Nc1ccccc1F	0.9	0	0	-12	3	-6	-1	-0.7	0	11
More records.
SMILES	FXN GAA850 act	HGIII-sPLA2 inh	NPR2 activator	ASAP1 GAP inh	rCAG binder	ARFGAP1 inhibitor	DDE Tn6 FP inh	KLK7 zymogen act	GC-A act	ADAM10 inh
CC(C)(C)OC(=O)Nc1ccccc1-n1nnnc1C(C(=O)c1ccc(F)cc1)N1CCOCC1 (stereo not given)	nt	-4	0	1	4	-13	5	0.1	-4	-8
CCOc1ccc2[nH]c(=O)c(CN(CCO)C(=O)c3ccc(OC)c(OC)c3)cc2c1	0.4	4	-3	0	-4	6	6	0.3	-5	-214
CCCC1CC(CSc2ncn[nH]2)OC1=O (stereo not given)	2.8	-5	2	6	2	-1	10	-0.3	-1	7
Cc1ccc(S(=O)(=O)Nc2ccccc2NS(=O)(=O)c2ccc(C)cc2)cc1	nt	-53	4	3	71*	13	-3	0.7	1	22*
COc1ccc(NC(=O)CSc2nnc(-c3cccnc3)n2C)cc1	-0.4	-4	2	-5	-1	5	-7	0.0	2	5
COc1ccc(CCN=C(NS(=O)(=O)c2ccccc2)c2ccccc2)cc1OC	-0.8	5	-6	-7	-4	4	-4	-0.1	-5	-8
O=C(Nc1cccc(C(=O)NC2CCCC2)c1)c1ccccc1	-0.1	0	4	-10	-4	8	5	0.1	2	0
COc1ccc(NC(=S)N2CCC(C(=O)c3ccc(F)cc3)CC2)cc1	-0.7	6	0	-12	-2	-11	4	0.1	4	-2
Cc1cccc(NC(=O)CN2C(=O)N/C(=C/c3cc(C)n(-c4ccncc4)c3C)C2=O)c1	0.7	-5	3	2	10	-2	5	1.0	-1	-33
C=CCn1c(-c2cccs2)nc2nc3ccccc3nc21	8.1*	1	0	3	5	9	0	22*	1	i
COc1cccc(N2CCN(C(=O)c3c(C)nn(-c4ccccc4)c3C)CC2)c1	-0.3	-2	-5	3	-3	6	1	0.4	1	5
COc1ccc(-c2cc(-c3nnc(SCC(=O)Nc4ccccc4-c4ccccc4)n3N)[nH]n2)cc1	nt	-36	6	nt	9	nt	-11	0.6	2	6
CN(Cc1ccccc1)C(=S)Nc1ccc(OC(F)F)cc1	0.4	17	4	-1	0	8	4	0.5	0	-4
CCN1CCN(c2ccc(S(=O)(=O)N3CCOCC3)cc2NC(=O)C(C)Oc2cccc(Cl)c2)CC1 (stereo not given)	4.1	-25	11	-9	-4	13	-5	-0.1	1	6
C#CCNC(=O)C1=C[C@H](C2CCCCC2)C[C@H](OCCCCO)O1	0.9	1	3	1	1	-1	3	0.5	-2	3
Cc1cc(C)c2c(n1)SCC(=O)N2CC(=O)Nc1ccccc1Cl	1.3	3	-3	5	1	6	4	0.1	3	-5
O=C(c1ccc2c(c1)OCCO2)N1CCCC(CNS(=O)(=O)c2cccs2)C1 (stereo not given)	1.4	-5	1	17	-3	1	-7	-0.1	6	-2
C[C@H]1CN([C@@H](C)CO)C(=O)c2cc(Br)cnc2O[C@H]1CN(C)S(=O)(=O)c1cccs1	0.3	4	-5	-5	0	1	4	-0.4	1	-21
c1ccc(Cn2nnnc2CN2CCN(c3ncccn3)CC2)cc1	1.8	0	7	3	0	9	5	-0.4	3	5
c1ccc(COC2CCCN(Cc3nc(-c4cccs4)no3)C2)nc1 (stereo not given)	3.0	10	2	-10	-4	-2	5	0.0	-2	5
C#CCOCCOCCOCCNc1nc(N2CCN(C(=O)[C@H](CO)n3cc([C@@H](N)C(C)C)nn3)CC2)nc(N2CCN(C(=O)[C@H](CCC(=O)O)n3cc([C@@H](N)[C@H](C)CC)nn3)CC2)n1	1.2	6	2	-4	0	3	1	0.5	1	-19
O=C(O)c1cccc(NC(=O)c2cccc(S(=O)(=O)N3CCc4ccccc4C3)c2)c1	-0.8	-20	-1	24	37*	0	1	0.3	2	-15
N#C/C(=C\N1CCOCC1)c1ccccc1	1.0	-2	1	5	-2	-11	-3	0.7	3	10
CCCn1c(=O)c(C(=O)N/N=C/c2ccccc2F)c(O)c2ccccc21	2.5	0	-1	3	0	5	-2	-0.1	-4	0
CC(C)(C)c1ccc(-n2ncc3c2CCCC3NC(=O)c2ccco2)cc1 (stereo not given)	-1.6	-2	4	-7	2	3	9	0.0	-2	-6
Other compounds.
SMILES	FXN GAA850 act	HGIII-sPLA2 inh	NPR2 activator	ASAP1 GAP inh	rCAG binder	ARFGAP1 inhibitor	DDE Tn6 FP inh	KLK7 zymogen act	GC-A act	ADAM10 inh
CC1(c2nnnn2-c2ccc3c(c2)OCCO3)CCC(=O)N1Cc1cccnc1 (stereo not given)	nt	7	-6	7	1	-4	-2	0.2	0	-1
O=C(O)CSC1CC(=O)N(c2ccc(Cl)c(Cl)c2)C1=O (stereo not given)	1.1	-12	-3	-11	10	1	0	-0.3	-6	4
COC(=O)c1ccccc1NC(=O)NCC1CCCO1 (stereo not given)	0.3	5	-4	4	-1	13	4	-5.2	5	-16
Fc1ccc(F)c(NC2=NCCCCC2)c1	-1.3	-1	-7	6	1	11	-2	-0.3	-3	2
O=c1c2ccc(F)cc2sn1-c1ccccc1	-3.4	0	4	-2	0	5	-5	0.2	12	-2
C=Cc1ccc2c(c1)OCCOCCOCCOCCOCCO2	-2.4	-2	0	-2	-3	-1	-4	-0.1	0	3
CCOC(=O)c1cnc2c(C#N)c(C)nn2c1C	-0.3	-4	-3	-14	0	1	2	-0.1	4	-42
Cc1ccc(NC(=O)CN2C(=O)CCSc3ccc(S(=O)(=O)N4CCCC4)cc32)cc1C	-1.6	-3	-1	-26	3	-7	-5	0.0	-3	3
COc1ccc(N(CC(=O)NCc2cccs2)S(=O)(=O)c2cccc(C)c2)cc1	0.4	-4	-12	-4	-8	6	3	0.3	-2	-4
COc1ccc(-c2nc(-c3ccc(Br)o3)no2)cc1	3.6	10	-2	3	6	-7	1	-0.2	4	-7
C[C@@H]1CN([C@@H](C)CO)C(=O)c2cc(Br)cnc2O[C@@H]1CN(C)C(=O)c1ccc(F)cc1	nt	7	-3	8	0	1	3	0.4	0	-7

2 compounds from above, showing only KLK7 zymogen act, ARFGAP1 inhibitor and rCAG binder:
Molecule | KLK7 zymogen act | ARFGAP1 inhibitor | rCAG binder
COC(=O)c1ccccc1NC(=O)NCC1CCCO1 (stereo not given) | -5.2 | 13 | -1
Fc1ccc(F)c(NC2=NCCCCC2)c1 | -0.3 | 11 | 1
